3T3 cytotox: NIH 3T3 cell cytotoxicity | NIH 3T3 viability, CellTiter-Glo ATP luminescence, 48-72 h | Potency, µM (titrated, usually from 96.7 µM), for the others: top-dose activity change, negative = cytotoxicity, hits mostly inhibitors | actives 4.3% (n = 94,000); note: potency is the fitted concentration of half-maximal effect; nearly all actives have a fitted effect of over 55% in size
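Viability of NIH 3T3 cells after 48 or 72 hr compound treatment at 37 °C was assessed by CellTiter-Glo, with luminescence imaged following a 10 min room-temperature step.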
HEK293 tox: kills HEK 293 cells | HEK 293 viability, ATP luminescence (CellTiter-Glo), 48-72 h | Potency, µM (titrated, usually from 115 µM), for inactives: at the highest dose activity change, negative = cytotoxicity, hits mostly inhibitors | actives 6.6% (n = 94,000) | AID 1345083; note: potency is the fitted concentration of half-maximal effect; nearly all actives have a fitted effect of over 60% in size
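Cytotoxicity was scored by loss of ATP-coupled luminescence (CellTiter-Glo) in HEK 293 cells. Compound treatment ran 48 or 72 hr at 37 degree Celsius, 5% CO2, 95% humidity.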
SNCA expr inhib: inhibitors of alpha-synuclein (SNCA) gene expression | HEK-293 SNCA-luciferase knock-in, luminescence, 24 h | Potency, µM (titrated, usually from 57.2 µM), for inactives: at the top dose activity change, negative = inhibition, most hits filed as inhibitors | actives 0.17% (n = 140,000) | AID 1671194;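 note: potency is the fitted concentration of half-maximal effect; plate controls were DMSO cells for no effect and cell-free wells for full effect; nearly all actives have a fitted effect of over 45% in size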
Luciferase inh: blocks purified firefly luciferase enzyme activity. P08659. purified P. pyralis luciferase, luminescence, biochemical. Potency, µM (top dose mostly 115 µM), inactives show at the highest dose activity change, negative = inhibition, most hits filed as inhibitors. actives 2.5% (n = 76,000). AID 1347043; note: potency is the fitted concentration of half-maximal effect; nearly all actives have a fitted effect of over 65% in size
Target sequence (P08659 whole entry, looked up): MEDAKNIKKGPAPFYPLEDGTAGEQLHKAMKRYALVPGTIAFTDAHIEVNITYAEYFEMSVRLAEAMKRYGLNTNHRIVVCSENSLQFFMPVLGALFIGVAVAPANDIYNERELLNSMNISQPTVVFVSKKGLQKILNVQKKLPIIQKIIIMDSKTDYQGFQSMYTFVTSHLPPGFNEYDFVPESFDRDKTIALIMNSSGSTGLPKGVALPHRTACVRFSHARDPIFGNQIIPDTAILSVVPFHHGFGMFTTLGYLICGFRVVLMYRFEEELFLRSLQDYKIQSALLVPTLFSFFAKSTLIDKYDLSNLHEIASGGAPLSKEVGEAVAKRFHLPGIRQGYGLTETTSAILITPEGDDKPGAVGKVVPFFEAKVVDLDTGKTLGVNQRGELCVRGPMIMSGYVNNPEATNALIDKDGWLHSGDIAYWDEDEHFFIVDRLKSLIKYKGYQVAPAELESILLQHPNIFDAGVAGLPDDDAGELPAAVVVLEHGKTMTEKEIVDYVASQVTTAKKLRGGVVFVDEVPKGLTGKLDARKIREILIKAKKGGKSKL
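FLuc 10nM, D-luciferin 10uM, ATP 10uM, Mg acetate 10mM, Tris acetate pH 7.5, Tween/BSA; cpd qHTS; enzyme added last; CCD luminescence.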
GPT2 inhibitor: blocks human glutamate pyruvate transaminase 2; Recombinant GPT2, coupled pyruvate oxidase/HRP Amplex Red fluorescence; AID 1671188; Potency, µM (highest dose often 57.7 µM), inactives show at the top dose activity change, negative = inhibition, hits mostly inhibitors; Q8TD30; actives 0.25% (n = 100,000); note: potency is the fitted concentration of half-maximal effect; nearly all actives have a fitted effect of over 60% in size; many of its hits are not listed in these tables
Target sequence (Q8TD30 whole entry, looked up): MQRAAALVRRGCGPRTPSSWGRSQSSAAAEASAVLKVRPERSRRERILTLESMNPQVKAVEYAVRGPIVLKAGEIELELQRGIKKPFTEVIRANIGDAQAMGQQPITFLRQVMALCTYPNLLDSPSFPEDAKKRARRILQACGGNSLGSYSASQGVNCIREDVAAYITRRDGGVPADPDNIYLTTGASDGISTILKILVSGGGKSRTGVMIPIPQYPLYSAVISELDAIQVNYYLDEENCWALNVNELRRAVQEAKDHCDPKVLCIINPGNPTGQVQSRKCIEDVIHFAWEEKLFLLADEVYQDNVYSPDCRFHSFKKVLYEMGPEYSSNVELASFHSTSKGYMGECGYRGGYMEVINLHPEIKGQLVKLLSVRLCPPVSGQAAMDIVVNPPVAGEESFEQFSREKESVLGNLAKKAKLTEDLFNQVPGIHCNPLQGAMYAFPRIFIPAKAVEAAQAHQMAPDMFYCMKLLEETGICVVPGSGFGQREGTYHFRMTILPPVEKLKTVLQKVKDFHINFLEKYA
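Fluorescence of coupled pyruvate oxidase/HRP/Amplex Red system (50uM Amplex, 30 min, dark) reports pyruvate formed by GPT2. Enzyme reaction: 10ng/uL GPT2, 2mM L-alanine, 250uM a-KG, 30 min room temperature, pH 7.5; 50uM AOA control.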
SNCA viab count: cell viability loss counter-screen | HEK-293-SNCA-luc viability, GF-AFC fluorescence, 24 h | Potency, µM (top dose mostly 57.1 µM), for inactives: top-dose activity change, negative = cytotoxicity, most hits filed as cytotoxic | actives 0.12% (n = 150,000) | AID 1671193;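 note: potency is the fitted concentration of half-maximal effect; 0% = DMSO-treated cells and -100% = medium-only wells without cells; nearly all actives have a fitted effect of over 30% in size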
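Cytotoxicity counterscreen: after 24 h compound treatment of genome-edited SNCA-luciferase HEK-293 cells, live-cell protease substrate GF-AFC read by fluorescence after 30 min; activity scaled between DMSO (0%) and medium-only (-100%), curves Hill-fitted.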
IP6K1 inh: blocks human inositol hexakisphosphate kinase 1 | Q92551 | AID 1645851 | activity change, % (series mostly up to about 58 µM) | IP6K1 kinase, ADP-Glo luminescence, 2 h; stronger effect = lower value | actives 0.81% (n = 140,000); in the data active = activity change below about -25%
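ADP-Glo luminescence measures ADP made by human IP6K1 during a 2 h RT reaction with ATP/IP6 (mix at 1.3 mM/130 uM); top library doses 57.5 and 19.1 uM final.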
The depositor's hits bear a star; i = inactive; ? = inconclusive; . = not tested or not shown; [ ] = remark or other dose. Unless noted, calls come from the whole dose curve; as a rule, active = well fitted curve in the direction sought with a large enough effect; inconclusive = small, poorly fitted or top-dose-only effect, or another doubt; inactive = no such curve, though single readings can be large; an effect the other way counts as inactive or inconclusive. Unless noted, % is set by controls: 0 for no effect and ±100 for the full control effect. An excerpt. The share of hits here may be higher or lower than overall.

SMILES	3T3 cytotox	HEK293 tox	SNCA expr inhib	Luciferase inh	GPT2 inhibitor	SNCA viab count	IP6K1 inh
C=CCNC(=O)N[C@H]1CO[C@H]2[C@@H]1OC[C@@H]2Nc1nccc(C2CCCC2)n1	?	?	20.9%[87.6 µM]	-8.5%[172 µM]	-6.8%[88.5 µM]	?	20.1
O=C(C1CC1)N1CCCC2(CN[S+](=O)([O-])c3cccnc3O2)C1 (stereo not given)	i	i	-12.1%	.	-1.1%	1.7%	-2.4
O=C(O)c1ccc(CC2CCN(C(=O)CCn3cccc3)C2)cc1 (stereo not given)	-1.6%	-23.3%	30.5%	0.0%	-7.5%	3.5%	0.0
CCCN(CC1CCOC1)S(=O)(=O)c1cc(F)ccc1OC (stereo not given)	i	3.7%	8.7%	13.0%	i	7.4%	4.6
COc1cc(CN2C[C@@H](CO)[C@H](NC(=O)c3cccnc3)C2)ccc1F	i	-0.8%	4.6%	-0.1%	-7.9%	-5.1%	0.0
O=C1CCN(C(=O)C2CCN(C(=O)c3ccc4ccccc4n3)CC2)CCCCCCN1	1.7%	i	7.7%	-6.2%	i	14.4%	-9.3
COC1CCN(c2ccc3nnc(-c4ccccn4)n3n2)CC1	50.1µM*	-10.0%[172 µM]	-0.7%[87.6 µM]	12.2%[172 µM]	i	0.8%[87.6 µM]	-2.9
COCC(=O)N1CCN(C(=O)c2ccc(-c3ccc(OC)nn3)cc2)CC1	-20.4%	-6.5%	.	.	.	.	8.1
COc1cc(OC)c(NC(=O)C(NS(=O)(=O)c2cccc3nsnc23)c2ccccc2)cc1Cl (stereo not given)	.	.	-18.0%	.	.	8.3%	-15.9
CCC(C)NC(=O)C1CCN(C(=O)c2nnn3c2COC(c2ccc(C)cc2)C3)CC1 (stereo not given)	-16.5%	-3.8%	42.9%[activator]	?	i	10.2%	-2.7
COc1cc(CN2CCC(CO)(CN3CCCC3)CC2)ccc1F	?	?	4.4%	10.5%	-9.3%	0.0%	2.9
O=C(C[C@H]1NC(=O)c2ccccc2NC1=O)Nc1ccc(C(F)(F)F)cc1	?	?	-14.3%	-0.9%	i	3.1%	1.5
Cc1ccc(-c2nc(SCC(=O)N3CCc4ccccc43)c3c(=O)n(C)c(=O)n(C)c3n2)cc1	.	.	19.3%	.	.	-1.9%	6.0
N#Cc1cccc(CN2CC(N3CC(C(=O)NCc4ccccc4)CC3=O)C2)c1 (stereo not given)	?	?	-22.9%	.	-11.0%	8.5%	24.7
COc1ccc(OCC(=O)Nc2cccc(C(=O)OCc3cc(=O)n4nc(C)sc4n3)c2)cc1	.	.	13.5%	.	.	8.3%	-8.6
COc1cc(CN2Cc3ccccc3C2)ccc1OCC(O)CN1CCOCC1 (stereo not given)	-3.1%	-9.5%	7.3%	5.0%	i[11.5 µM]	7.6%	-6.1
Cn1ccnc1CN1CCN(C(=O)[C@H]2CNC[C@H](C(=O)N3CCOCC3)C2)CC1	0.9%	-20.7%	-11.6%	7.2%	-13.8%	9.2%	3.0
CCOc1cccc(CNCCNC(=O)c2nonc2N)c1	.	.	-2.6%	.	.	28.8%	-0.4
Cc1cc(C)cc(N2C(=O)CC(c3ccc(C(F)(F)F)cc3)C3=C2COC3=O)c1 (stereo not given)	.	.	-22.1%	.	.	1.4%	-0.2
CNC(=O)CCn1ncc2cc(OCc3ccccc3-c3cccnc3)ccc21	?	?	0.5%[87.6 µM]	0.2%[172 µM]	-25.2%[88.5 µM]	-3.5%[87.6 µM]	-1.8
Cc1ccc(C)c(CN2CCCN(Cc3ccc(F)cc3)S2(=O)=O)c1	.	.	6.4%	.	.	-2.1%	-16.4
CCOC(=O)C1CCCN(C(=O)c2ccc3c(c2)N(Cc2cccc(Cl)c2)C(=O)c2ccccc2S3(=O)=O)C1 (stereo not given)	.	.	-13.1%	.	.	-17.7%	-5.1
COc1ccc(CNC(=O)c2cnc3sc(N4CCCC4)nn3c2=O)cc1OC	.	.	8.5%	.	.	5.8%	12.4
COc1cc(NC(=O)c2nc3ccccc3nc2N2CCCCC2)cc(OC)c1OC	.	.	20.3%	.	.	11.1%	16.8
COc1ccccc1-c1ccc(CN2CCCCC2C(=O)NCc2ccc(F)c(F)c2)cc1 (stereo not given)	?	?	.	.	.	.	10.5

Reformatted with values under each structure: part of the list above
Values run as follows: 3T3 cytotox, HEK293 tox, SNCA expr inhib, Luciferase inh, GPT2 inhibitor, SNCA viab count, IP6K1 inh
C=CCNC(=O)N[C@H]1CO[C@H]2[C@@H]1OC[C@@H]2Nc1nccc(C2CCCC2)n1
  ?, ?, 20.9%[87.6 µM], -8.5%[172 µM], -6.8%[88.5 µM], ?, 20.1
O=C(C1CC1)N1CCCC2(CN[S+](=O)([O-])c3cccnc3O2)C1 (stereo not given)
  i, i, -12.1%, ., -1.1%, 1.7%, -2.4
O=C(O)c1ccc(CC2CCN(C(=O)CCn3cccc3)C2)cc1 (stereo not given)
  -1.6%, -23.3%, 30.5%, 0.0%, -7.5%, 3.5%, 0.0
CCCN(CC1CCOC1)S(=O)(=O)c1cc(F)ccc1OC (stereo not given)
  i, 3.7%, 8.7%, 13.0%, i, 7.4%, 4.6
COc1cc(CN2C[C@@H](CO)[C@H](NC(=O)c3cccnc3)C2)ccc1F
  i, -0.8%, 4.6%, -0.1%, -7.9%, -5.1%, 0.0
O=C1CCN(C(=O)C2CCN(C(=O)c3ccc4ccccc4n3)CC2)CCCCCCN1
  1.7%, i, 7.7%, -6.2%, i, 14.4%, -9.3
COC1CCN(c2ccc3nnc(-c4ccccn4)n3n2)CC1
  50.1µM*, -10.0%[172 µM], -0.7%[87.6 µM], 12.2%[172 µM], i, 0.8%[87.6 µM], -2.9
COCC(=O)N1CCN(C(=O)c2ccc(-c3ccc(OC)nn3)cc2)CC1
  -20.4%, -6.5%, ., ., ., ., 8.1
COc1cc(OC)c(NC(=O)C(NS(=O)(=O)c2cccc3nsnc23)c2ccccc2)cc1Cl (stereo not given)
  ., ., -18.0%, ., ., 8.3%, -15.9
CCC(C)NC(=O)C1CCN(C(=O)c2nnn3c2COC(c2ccc(C)cc2)C3)CC1 (stereo not given)
  -16.5%, -3.8%, 42.9%[activator], ?, i, 10.2%, -2.7
COc1cc(CN2CCC(CO)(CN3CCCC3)CC2)ccc1F
  ?, ?, 4.4%, 10.5%, -9.3%, 0.0%, 2.9

(listing goes on)
SMILES	3T3 cytotox	HEK293 tox	SNCA expr inhib	Luciferase inh	GPT2 inhibitor	SNCA viab count	IP6K1 inh
CC1CCC2C(C)(C)C(O)CCC2(C)C12Cc1c(O)cc3c(c1O2)CN(C(CCCN=C(N)N)C(=O)O)C3=O (stereo not given)	.	.	.	.	i	-33.5%[23.9 µM]	15.4
CCNC(=O)N1CCC(CCOC)(NS(=O)(=O)c2cc(OC)ccc2OC)CC1	-27.1%	-3.0%	-12.5%	.	-1.5%	18.3%	-2.6
CCC(C)C1NC(=O)C2CCCN2C(=O)C(C(C)C)NC(=O)c2ccccc2NC(=O)C(Cc2ccc(O)cc2)NC(=O)C(C)NC(=O)C(C(C)O)NC1=O (stereo not given)	.	.	.	.	-4.5%[17.1 µM]	-8.9%[23.9 µM]	-0.6
O=C(CCC1CCCN(S(=O)(=O)c2ccc(F)cc2)C1)NC1CCS(=O)(=O)C1 (stereo not given)	-23.0%	-11.5%	5.2%	0.0%	-42.8%	-7.5%	11.3
Clc1cc(NCc2cccs2)n2nccc2n1	?	39.8µM*	-11.1%[87.6 µM]	2.6%[172 µM]	i	-11.4%[87.6 µM]	-0.2
CCCNC(=O)N(C1CCOCC1)C1CCN(C(=O)c2ccc(Cl)cc2OC)CC1	?	-7.7%	0.2%	5.5%	i	-0.5%	7.0
CCOc1ccccc1NC(=O)c1nnn(CC(=O)Nc2ccc(OC)c(OC)c2)c1N	.	.	-3.7%	.	.	-3.2%	-0.6
Cc1cccc(C(=O)N2CCC3(CC2)OCC(C(=O)N2CCCC2)N3C(=O)c2ccc(F)cc2)c1 (stereo not given)	-15.6%	-28.0%	10.0%	-14.3%	4.3%	-0.3%	6.9
O=C(O)CCC(=O)N1Cc2ccccc2CC2(CCCCN2Cc2ccncc2)C1 (stereo not given)	-18.2%	-7.3%	21.1%	.	i	2.1%	-6.7
COc1ccccc1C(=O)N1CCn2c(nnc2C2CCCNC2)C1 (stereo not given)	-2.7%	0.4%	-13.5%	4.1%	-7.5%	6.9%	7.4
Cc1ccn(CC(=O)N2CCCCCCNC(=O)[C@@H]3CCCC[C@@H]32)n1	-18.4%	4.6%	14.4%	-12.2%	i	5.9%	-0.8
COC[C@@H]1CN(C(=O)Cn2nc(C)cc2C)C[C@H]1c1ccncc1	-1.9%	-3.1%	9.3%	-7.9%	i	6.5%	-13.7
CC(C)Cn1c(=O)c(C(=O)N2CCN([S+](=O)([O-])c3cccs3)CC2)nc2cccnc21	-31.2%	-16.1%	2.5%	.	i	0.0%	-13.6
O=C(COCC(=O)N1CCN(C(c2ccccc2)c2ccccc2)CC1)Nc1ccc(Cl)cc1C(=O)O	.	.	.	.	i	-5.7%	0.8
CCN(CC)C(=O)C(C)[C@@H]1CC[C@@]2(C)CC[C@H](NC(=O)c3cnccn3)[C@@H](C)[C@@H]2[C@H]1O (stereo not given in full)	?	?	-10.0%[87.6 µM]	-15.1%[172 µM]	?	10.3%[87.6 µM]	8.3
O=[S+]1([O-])NCC2(CCN(Cc3cccs3)CC2)Oc2ncccc21	-1.6%	-6.4%	-25.9%	.	i	-2.6%	3.6
CCN(CC)S(=O)(=O)c1nnc(NC(=O)COc2ccc(C)cc2)s1	.	.	-8.1%	.	.	26.0%	8.4
CCN(CC)Cc1nc(C2(O)CCN(CC3CC3)CC2)cs1	-19.9%[174 µM]	-21.1%[172 µM]	20.3%[87.6 µM]	3.3%[172 µM]	-1.9%[88.5 µM]	-12.2%[87.6 µM]	6.7
CC(C)n1cnnc1CC1CCCN(C(=O)COc2ccccc2)C1 (stereo not given)	2.0%	-10.9%	6.9%	-7.3%	-11.7%	-5.0%	-1.3
Cc1nc(N2CCC(NC(=O)Cc3ccc(Cl)cc3)CC2)cc(C(F)(F)F)n1	?	?	-18.1%	0.0%	-14.0%	0.7%	0.0
O=C1CC(c2ccccc2)N(C(=O)C2CC2)CCCN(C(=O)c2ccc3cc[nH]c3c2)CCN1 (stereo not given)	-8.8%	i	4.9%	-9.4%	i	4.9%	3.6
CC(=O)N1CCCC2(C1)CN(C)c1ccc(C(=O)NCCc3ccccc3)cc12 (stereo not given)	-1.5%[138 µM]	?	-10.2%[87.6 µM]	-4.0%[172 µM]	-1.6%[88.5 µM]	-0.4%[87.6 µM]	4.3
